Screens deposited in PubChem by several laboratories.
Phagocyt inh = inhibitors of macrophage phagocytosis, primary screen, imaging, J774A.1 cells, IgG beads | J774A.1 macrophage IgG-bead phagocytosis | inhibition, % at 5 µM | 110,000 tested, 0.07% active | AID 1029, 2008;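 active = inhibition above the mean of the plate negative controls plus 5 SD, cut at about 13% in these data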;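 also: phagocytic index as fraction of beads internalized from green versus red external bead signal; plate controls were DMSO negative control for no effect and cytochalasin-D positive control for full effect; some results beyond the cut were filed as inactive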
NPY Y2 blocker = NPY-Y2 receptor antagonists, primary screen, cell-based | Neuropeptide Y receptor type 2 (Homo sapiens), P49146 | NPY-Y2 expressing cells, antagonist mode | inhibition, % at 2.7 µM | 140,000 tested, 0.99% active; in the data active = inhibition above about 17%;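 also: 0% = vehicle with agonist challenge and 100% = reference antagonist with challenge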
Target sequence (P49146 whole entry, looked up): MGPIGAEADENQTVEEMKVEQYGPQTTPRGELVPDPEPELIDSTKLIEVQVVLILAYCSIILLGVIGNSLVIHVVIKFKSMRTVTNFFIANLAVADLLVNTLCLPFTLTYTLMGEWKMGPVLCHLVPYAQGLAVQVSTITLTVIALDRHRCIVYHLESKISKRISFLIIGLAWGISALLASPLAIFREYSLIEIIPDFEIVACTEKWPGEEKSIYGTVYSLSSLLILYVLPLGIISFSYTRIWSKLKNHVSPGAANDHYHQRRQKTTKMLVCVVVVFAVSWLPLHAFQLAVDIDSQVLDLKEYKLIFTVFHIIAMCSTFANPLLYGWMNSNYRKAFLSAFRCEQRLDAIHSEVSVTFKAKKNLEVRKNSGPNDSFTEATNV
GALR2 blocker = GALR2 antagonists in receptor-expressing cells, primary screen. inhibition, % at 4 µM. 140,000 tested, 0.39% active. AID 828, 2007. antagonist mode; in the data active = inhibition above about 27%;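 also: cells stimulated with galanin 1-16 at roughly its EC80; 0% = agonist challenge control and 100% = basal control without agonist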
Target sequence (O43603 whole entry, looked up): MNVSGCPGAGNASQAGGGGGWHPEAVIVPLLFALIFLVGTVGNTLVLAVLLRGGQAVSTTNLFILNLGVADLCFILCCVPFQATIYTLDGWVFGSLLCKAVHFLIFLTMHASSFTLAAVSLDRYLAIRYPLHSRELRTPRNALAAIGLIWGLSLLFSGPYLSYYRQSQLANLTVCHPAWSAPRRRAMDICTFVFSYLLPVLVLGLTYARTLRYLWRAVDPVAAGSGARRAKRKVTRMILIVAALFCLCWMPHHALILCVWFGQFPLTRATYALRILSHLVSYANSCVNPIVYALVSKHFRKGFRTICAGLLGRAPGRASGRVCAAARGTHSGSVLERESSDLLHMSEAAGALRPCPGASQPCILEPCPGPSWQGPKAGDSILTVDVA
PTEN del growth = growth suppression of PTEN-null HCT116, primary screen, cell-based, CellTiter-Glo. viability, % at 10 µM. HCT116 PTEN-null viability, 60 h; stronger effect = lower value. 140,000 tested, 1.2% active;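 active = viability at or below a set limit, 4 SD under the median of all tested compounds, cut at about 3.7% in these data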;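 also: PTEN knockout HCT116 line with beta catenin targeted HCT116 as companion control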
Yeast growth inh = growth inhibitors of yeast BB579 in restrictive medium, primary screen, yeast lifespan-shortening project, S. cerevisiae | inhibition, % at 10 µM | AID 804, 2007 | OD615, 48 h | 140,000 tested, 0.51% active;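 active = inhibition above a set limit, 3 SD over the mean compound inhibition, cut at about 44% in these data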; also: inactives centre near -24
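Test system: Saccharomyces cerevisiae DeaD strain BB579, replicative lifespan model yeast | Buffer or medium: Restrictive CSMM-D medium | Doses: One dose, 10 µM compound with 0.25% DMSO | Incubation: 48 h exposure, 30 °C | Detection: Culture absorbance at 615 nm | Control set: Amphotericin B at 10 µg/mL as positive control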
Measles CPE = compounds protecting cells from measles virus cytopathic effect, primary screen, measles RdRp inhibitor project, single point, MLSMR library, absorbance. Measles virus-infected cells, CPE protection. protection (pct of control), % at 4 µM. 140,000 tested, 1.5% active; in the data active = protection mostly above about 24%, no sharp cut-off; inactive = mostly below about 26%; also: some compounds called inactive have numbers as strong as hits
bCat KO growth = primary screen for growth suppressors in beta-catenin knockout HCT116 cells (colon tumor, human) | viability, % at 10 µM | 140,000 tested, 1.5% active | HCT116 beta-catenin knockout viability, CellTiter-Glo, 60 h; stronger effect = lower value;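 active = viability at or under a set limit, the compound median less 4 SD, cut at about 6% in these data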;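 also: 0% = Hyamine 1622 control at 20 µM and 100% = untreated cell control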
Yeast lifespan up = compounds extending yeast replicative lifespan, primary screen, S. cerevisiae, OD615. S. cerevisiae growth with nicotinamide; deaD strain in restrictive glucose medium. inhibition of the nicotinamide effect, % at 10 µM. AID 775, 2007. 130,000 tested, 0.68% active;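 active = inhibition above a set limit, placed 3 SD over the median of all compounds, cut at about 26% in these data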;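 also: 0% = nicotinamide-treated wells and 100% = cells grown without nicotinamide; some compounds called inactive have numbers as strong as hits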
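Material: Modified budding yeast, DeaD strain | Medium: Restrictive glucose medium | Probe or stimulus: 1.5 mM nicotinamide | Dosing: Single dose 10 µM compound, 0.25% DMSO | Times: 48 h at 30 °C | Technique: OD615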
E-sel TNF inh = E-selectin induction blockers in HUVEC – imaging, immunofluorescence, high content, primary screen; AID 1246, 2008; 120,000 tested, 0.71% active; HUVEC TNFa-induced E-selectin immunofluorescence; inhibition, % at 2 µM;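 active = inhibition above the batch mean plus 3 SD, and confirmed as a hit on visual image review, cut at about 43% in these data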;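 also: 0% = TNF-stimulated DMSO wells and 100% = unstimulated control wells; not every result past the cut was called active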
MRP1 act = H69AR viability gain despite doxorubicin, primary screen, MRP-1 activator project, H69AR cells, CellTiter-Glo. viability increase, % at 10 µM. 140,000 tested, 0.61% active. viability rescue;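 active = viability gain under doxorubicin at or above a set limit, the compound median plus 3 SD, cut at about 4.7% in these data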;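 also: MRP-1 overexpressing cells given doxorubicin 25 µM after compound pretreatment; 18-22 h compound pretreatment then 72 h with doxorubicin before readout; 0% = doxorubicin-only wells and 100% = vehicle-treated cells without doxorubicin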
Active calls of the source: *; x = no result given.

Molecule,Phagocyt inh,NPY Y2 blocker,GALR2 blocker,PTEN del growth,Yeast growth inh,Measles CPE,bCat KO growth,Yeast lifespan up,E-sel TNF inh,MRP1 act
Cc1cc(N=CC2=C(O)CC(C)(C)CC2=O)no1,-1,0,3,101,-38,6,98,20,0,-1.5
Cc1cc(=O)oc2cc(OCC(=O)NCc3cccnc3)ccc12,-2,-2,-7,103,-17,19,92,-1,-12,-3.9
CCOc1cc(/C=C\c2[nH]c(=O)[nH]c(=O)c2[N+](=O)[O-])ccc1OC(C)CC (centres undefined),-2,3,-12,21,-53,3,14,-8,x,-0.7
C/C(=C/C(=O)NCc1ccccc1)C(=O)O,x,1,-12,88,-12,9,76,-21,42,-3.5
Cc1cc(NC(=O)c2cc(-c3ccccc3C)nc3ccccc23)no1,-3,1,13,95,-18,16,94,8,x,-1.2
Cc1cc(C)nc(SC(C)C(=O)Nc2ccc(S(N)(=O)=O)cc2)n1 (centres undefined),0,-1,2,94,14,7,96,-8,-2,-0.9
CN(C(=O)COC(=O)CCc1c[nH]c2ccccc12)C(c1ccccc1)c1ccccc1,-4,6,-2,77,-11,9,85,9,0,-3.0
CCOC(=O)/C(=N\Nc1cc(Cl)ccc1Cl)N1CCN(CC)CC1,5,3,-9,77,-6,1,60,-5,9,-3.6
Cc1nn(C)c(C(=O)NNC(=S)NCC(C)C)c1Cl,-1,1,-9,100,-39,4,105,3,-18,-1.5
O=C1OC(c2ccccc2)=C/C1=C/N1CCCCC1,-3,7,1,81,-23,x,87,-4,-9,-0.9
Cc1ccc(Cl)cc1NC1=C/C(=N\S(=O)(=O)c2cccs2)c2ccccc2C1=O,1,-7,6,1.1*,-51,5,1.6*,1,29,-3.5
COc1ccccc1C(=O)Nc1ccc(C(=O)O)cc1,x,0,-3,91,-18,3,93,x,17,-0.6
CCOc1cc(/C=N\Nc2nc(Nc3ccccc3)nc(N3CCOCC3)n2)ccc1OC(=O)c1ccco1,-8,2,-5,23,-8,24,28,-5,5,-4.1
Cc1cccc(C)c1NC(=O)CS(=O)CC(=O)NC1CCCc2ccccc21 (centres undefined),x,4,-1,101,-23,5,93,-5,-20,-2.3
C=CCn1c(C(c2ccccc2)c2ccccc2)n[nH]c1=S,-4,1,5,98,-18,9,84,0,7,0.3
COc1ccc(CCNC(=O)CCn2c(=O)oc3ccccc32)cc1OC,-2,2,7,98,-55,6,97,-5,-7,-0.3
CCCOc1ccc(-c2nc(C#N)c(NCCCn3ccnc3)o2)cc1,-3,2,-10,17,-19,5,78,-21,-8,-3.0
C(=N\n1cnnc1)/c1ccc2ncccc2c1,-1,2,-2,96,-15,7,92,-9,x,-1.1
CCCCNC(=O)c1onc(CSc2cccc(Cl)c2)c1C(=O)O,x,12,0,102,-71,10,93,14,8,-0.7
O=S(Cc1ccccc1)CC(O)(c1ccccc1)c1ccccc1 (centres undefined),-2,1,6,83,-22,3,93,-16,-3,-4.5
O=C(Nc1ccc2c(c1)OCO2)c1c(Cl)nc2sccn12,-1,2,0,96,-35,2,92,-8,10,-1.2
O=C(Nc1ccc(N2CCOCC2)nc1)c1ccc(F)cc1,2,0,-1,107,-27,4,100,-6,x,-0.8
CC(C)(Oc1ccc(Cl)cc1)C(=O)Nc1ncccn1,2,8,-8,76,-10,5,92,-6,x,0.4
O=C(CO/N=C/c1ccc2c(c1)OCO2)Nc1cccc(Br)c1,0,15,-6,89,-17,9,86,-8,x,3.1
CC(=O)NC(CCS(C)(=O)=O)C(=O)Nc1cccc(C)c1C (centres undefined),0,-3,-3,97,-3,8,90,-9,x,-2.3
CCC(=O)Nc1nc2cc(OC)ccc2s1,-1,-3,-15,95,-16,10,95,-10,13,0.2
O=C(Nc1ccc2c(c1)OCO2)c1ccc(N2CCCC2)c([N+](=O)[O-])c1,-11,0,4,88,-30,0,88,-4,x,-1.0
N#C/C(=C\C1=C(N2CCOCC2)C(=C\c2ccccc2)/CC1)C(=O)Nc1ccccc1F,-7,-1,-1,60,-48,4,66,-1,9,-1.9
Cn1c(C(=O)N2CCCC(C(=O)NCCCc3ccccc3)C2)cc2sccc21 (centres undefined),x,12,5,82,-84,17,86,-13,16,1.0
O=C(Nc1nc2cc3c(cc2s1)OCO3)C1=COCCO1,x,0,5,48,-39,5,45,-6,-1,-3.0

Sorted by value in Yeast lifespan up (lowest first): 5 of the compounds above
SMILES | Yeast lifespan up
CCCOc1ccc(-c2nc(C#N)c(NCCCn3ccnc3)o2)cc1 | -21
CC(=O)NC(CCS(C)(=O)=O)C(=O)Nc1cccc(C)c1C (centres undefined) | -9
O=C(Nc1ccc(N2CCOCC2)nc1)c1ccc(F)cc1 | -6
O=C(Nc1ccc2c(c1)OCO2)c1ccc(N2CCCC2)c([N+](=O)[O-])c1 | -4
C=CCn1c(C(c2ccccc2)c2ccccc2)n[nH]c1=S | 0

Further records:
Molecule,Phagocyt inh,NPY Y2 blocker,GALR2 blocker,PTEN del growth,Yeast growth inh,Measles CPE,bCat KO growth,Yeast lifespan up,E-sel TNF inh,MRP1 act
CC(=O)c1cccc(N=C2C(=O)Nc3ccccc32)c1,4,2,-2,96,-23,17,86,-6,7,-4.5
COc1cc2c(C(=O)N3CCN(c4cccc(Cl)c4)CC3)cn(CC(C)C)c(=O)c2cc1OC,-1,4,16,76,-23,28,59,-9,-46,-2.3
CCOc1ccccc1OCCOc1ccc(F)cc1,-7,-1,-5,87,-7,10,98,-16,-16,-2.2
CCc1ccccc1NC(=O)CN1C(=O)C2CCCN2c2ncc(Cl)cc21 (centres undefined),0,23*,-14,79,-17,3,78,-6,x,0.1
Cc1ccc(S(=O)(=O)N2CCN(c3cc4c(cc3[N+](=O)[O-])n(C)c(=O)n4C)CC2)cc1,-1,-3,4,65,-27,3,73,-2,13,0.3
O=C(NNC(=S)Nc1ccc(OC(F)F)cc1)c1cc2c(s1)CCCC2,x,6,1,96,8,6,87,-4,5,0.3
CCCC1=C(C(=O)OCC)C(c2ccncc2)n2ncnc2N1 (centres undefined),0,0,-6,115,-51,8,100,6,3,-0.4
C(#Cc1ccccc1)C[N+]1(CC#Cc2cccc3ccccc23)CCCC1,x,18*,-10,15,4,2,17,-6,x,-3.8
O=C(CSc1nc2[nH]ncc2c(=O)n1-c1ccccc1)N1CCCc2ccccc21,x,4,-4,68,-2,5,74,-21,-2,-2.9
COc1ccc(-c2cc(C(=O)NC3CCCC3)no2)cc1OC,-1,0,0,104,-8,11,102,-5,-8,1.2
O=C(O)c1c(-c2ccccc2)c2oc3ccccc3c2[nH]c1=O,1,7,4,86,-72,2,100,5,x,0.1
CCCCCOc1ccc(NC(=O)C(=O)NCCCn2ccnc2)cc1,x,3,4,76,19,3,69,-25,-7,-2.5
CC(NC(=O)Cn1cc2c(n1)CCCCC2)c1ccccc1 (centres undefined),-1,6,6,98,-2,6,95,-5,12,3.8
Cc1ccc(/C=C/C(=O)Nc2cc(C)on2)cc1,x,3,0,60,-36,12,52,-26,3,-0.4
CCOc1ccccc1C(=O)NCCCCCC(=O)O,8,0,-3,97,-40,4,101,-5,x,-0.5

Reprinted from the part before: two entries, followed by the next part.
Molecule,Phagocyt inh,NPY Y2 blocker,GALR2 blocker,PTEN del growth,Yeast growth inh,Measles CPE,bCat KO growth,Yeast lifespan up,E-sel TNF inh,MRP1 act
Cc1ccc(/C=C/C(=O)Nc2cc(C)on2)cc1,x,3,0,60,-36,12,52,-26,3,-0.4
CCOc1ccccc1C(=O)NCCCCCC(=O)O,8,0,-3,97,-40,4,101,-5,x,-0.5
O=C(N/N=C/c1cc(Br)ccc1O)C(c1ccncc1)N1CCOCC1 (centres undefined),x,2,16,67,-6,15,63,35*,x,2.7
CCOc1ccc(C(=O)NCC(C)CN(C)C)cc1OCC (centres undefined),x,1,8,94,-31,31*,99,-15,x,-0.3
CCOC(=O)c1sc2nc(-c3ccccc3)ccc2c1N,-4,-3,14,92,-24,17,93,-1,-3,-0.3
O=S(=O)(c1ccc(Sc2nnc3ccccn23)nc1)N1CCOCC1,-1,2,-8,99,-20,12,103,4,x,-1.0
Cc1cnc(C(=O)Nc2cccc3cccnc23)cn1,1,1,10,10,-17,3,17,-9,17,-5.7
O=C(NC1=NCCS1)NC12CC3CC(CC(C3)C1)C2,-1,0,-10,101,-5,4,98,-30,7,-2.1
Cc1ccc(CNC(=O)N2CCN(C)CC2)cc1,0,1,-3,102,-38,19,96,7,x,-0.5
Cc1ccc(NC(=O)c2ccc(-n3cncn3)c([N+](=O)[O-])c2)cc1,0,0,6,88,-21,19,84,-15,6,-0.2
CCCCNC(=O)c1cc2c(-c3ccc(Cl)cc3)nn(C)c2s1,x,7,-5,91,-53,11,91,-9,7,-1.5
O=C(NO)c1ccc(OC(F)F)cc1,2,-1,9,75,-8,31,63,-10,x,-2.4

Random draw from the library; overall some 6.1% were active at least once.
